# Screening data: PubChem BioAssay, Sanford-Burnham Center for Chemical Genomics
# mouse EphA4 binding = EphA4 ligand-binding antagonists – biochemical, colorimetric, mouse EphA4, primary screen (AID 689). EphA4-AP binding to KYL peptide, pNPP A405; higher % means a stronger effect. 62,000 tested, 0.1% active. inhibition, % at 10 µM, or IC50 in µM where a hit was titrated; in the data active means a potency from the dose series; inactive means the rest, 99 in 100 with inhibition below about 22%
# Numbers without * were called inactive; & = joins results of further samples.
SMILES,mouse EphA4 binding
CC(=O)Oc1c(S(=O)(=O)c2ccc(C)cc2)c(C)nn1-c1ccccc1,-3.8%
Cc1ccc2cc(C#N)c(SCC(=O)NCC3CCCO3)nc2c1C (configuration not stated),-4.1%
Cc1cccc(OCCCn2c(=O)sc3ccccc32)c1,-16.3%
COc1cc(C(=O)OCC(=O)c2cc(C)n(C)c2C)cc(NC(=O)c2ccco2)c1OC,-5.5%
CCOc1ccc(-c2nc(C#N)c(N3CCN(Cc4ccccc4)CC3)o2)cc1,1.5%
O=C(NCCc1ccccc1)c1ccncc1,1.6%
COCC(=O)Oc1c(S(=O)(=O)c2ccc(C)cc2)c(C)nn1-c1ccccc1,-28.9%
CCc1cccc(C)c1NC(=O)c1ccc(C)c([N+](=O)[O-])c1,0.0%
Cc1cccc(Nc2nc(N)nc(CN3CCN(c4ccc(F)cc4)CC3)n2)c1,-10.8%
CC(=O)Nc1ccc(S(=O)(=O)NCCc2ccc(S(N)(=O)=O)cc2)cc1,1.2%&3.7%
O=C(CCC(=O)Nc1ccc(Oc2ccccc2)cc1)NCCO,-12.4%
COc1ccc(-c2c(C)n([O-])c3c([n+]2=O)CCCC3)cc1,-14.1%
COc1cc(C(=O)NCCC(C)C)c([N+](=O)[O-])cc1OC,-1.3%&-8.3%
CNC(=O)NC(=S)NC(=O)c1ccc(OC)cc1,-9.3%
Cc1cc(C)c2c(-n3cccc3)c(C(=O)NNS(=O)(=O)c3ccc(Cl)cc3)sc2n1,-10.2%
COc1cc(C2C3=C(CC(c4ccco4)CC3=O)Nc3ccccc3N2C(C)=O)cc(OC)c1OC (configuration not stated),-1.4%
Cc1cc(C)n(-c2nc3ccccc3c(=O)n2OCc2ccc(Cl)cc2)n1,-12.9%
CCCCS(=O)(=O)CC(COc1ccccc1)OC(=O)c1ccccc1 (configuration not stated),-10.8%
Cc1c(Cl)cccc1NC(=O)CCC(=O)NNC(=O)c1ccco1,-3.5%
O=C(NC1CCCCC1)C(c1ccc2ncccc2c1)N(Cc1ccco1)C(=O)c1ccc2c(c1)OCCO2 (configuration not stated),3.2%

# Taken from above.
# In mouse EphA4 binding, CC(=O)Nc1ccc(S(=O)(=O)NCCc2ccc(S(N)(=O)=O)cc2)cc1 has 1.2%&3.7%
# In mouse EphA4 binding, Cc1c(Cl)cccc1NC(=O)CCC(=O)NNC(=O)c1ccco1 has -3.5%
# In mouse EphA4 binding, CC(=O)Oc1c(S(=O)(=O)c2ccc(C)cc2)c(C)nn1-c1ccccc1 has -3.8%

# Exported field by field: entries from further up
CCCCS(=O)(=O)CC(COc1ccccc1)OC(=O)c1ccccc1 (configuration not stated)
  mouse EphA4 binding: -10.8%
Cc1c(Cl)cccc1NC(=O)CCC(=O)NNC(=O)c1ccco1
  mouse EphA4 binding: -3.5%
O=C(NC1CCCCC1)C(c1ccc2ncccc2c1)N(Cc1ccco1)C(=O)c1ccc2c(c1)OCCO2 (configuration not stated)
  mouse EphA4 binding: 3.2%

# (continued)
SMILES,mouse EphA4 binding
Cc1cccc(NC(=O)CSc2ncnc3c2oc2ccccc23)c1,2.2%
CC(C)C[C@@H]1NC(=O)N(CCN2CCOCC2)C1=O,-10.7%
COc1ccc(C)cc1N(C)C(=O)c1coc(=O)c2ccccc12,1.6%
COC(=O)C1=C(O)/C(=C/c2ccc(OCC(=O)NC(C)C)cc2)N=C1C,1.4%
Cc1ccc(C)c(NC(=O)c2cncc(Br)c2)c1,-5.3%
COc1ccc(C(=O)NC(C)c2nnc(SCc3ccc(Cl)c(Cl)c3)n2C)cc1 (configuration not stated),-8.1%
Cn1c(=O)[nH]c(=O)c2c1nc(Sc1ncccn1)n2CCCc1ccccc1,-9.0%
CCN(CCCn1c(SCC#N)nc2ccccc2c1=O)c1ccccc1,-1.7%
Cc1ccc(N2C(=O)/C(=C/c3ccc(Cl)cc3)SC2=S)cc1C,6.0%
COc1cc(C2C(C(=O)OC(C)C)=C(C)Nc3[nH]c(=O)[nH]c(=O)c32)ccc1O (configuration not stated),-11.2%
COc1ccc(OCC(=O)NNC(=O)c2ccc(-c3ccccc3)cc2)cc1,-14.3%
Cc1nc([N+](=O)[O-])c(Br)n1CC(=O)c1ccc(Br)cc1,-9.2%
O=C(CN1CCOCC1)Nc1ccccc1-c1ccccc1,-2.9%
COc1ccc(N(C(=O)c2cccc(OC)c2OC)C2C=CS(=O)(=O)C2)cc1 (configuration not stated),-0.9%
O=C(CSc1nnc(COc2ccc3c(c2)CCCC3)o1)Nc1ccc(F)cc1,2.1%
COc1ccc(-c2nc(Cn3c(SCc4ccccc4F)nc4ccncc43)c(C)o2)cc1,-0.3%
S=C1NCCOCCOCCOCCN1,-5.9%
CCOC(=O)c1ccc2c(c1)nc(SC/C(O)=C(\C#N)c1nc3ccccc3[nH]1)n2CC,-9.2%
Cc1cc2nc(-c3ccc(SCC(=O)Nc4ccc5c(c4)OCCO5)nc3)[nH]c2cc1C,3.7%
Cc1onc(-c2ccccc2)c1C(=O)Nc1cccnc1,6.6%
CS(=O)(=O)N(Cc1ccc(Cl)cc1)c1ccc(C(=O)N2CCN(c3ccccc3)CC2)cc1,-0.5%
CCN(CC)S(=O)(=O)c1cccc(C(=O)Nc2ccccc2)c1,-11.5%
Cc1ccc(NC(=O)c2ccc(CSc3nnc(-c4ccncc4)n3C)cc2)c(C)c1,-7.6%
Cc1onc(-c2ccccc2Cl)c1C(=O)Oc1cc(N)n(S(=O)(=O)c2ccc(F)cc2)n1,5.7%
COc1cccc(C(C(=O)NC2CCCCC2)N(C(=O)Cc2cccs2)c2ccc(-n3cnnn3)c(OC)c2)c1 (configuration not stated),-5.1%
C=C(C)CSc1nnc([C@@H](NC(=O)OC(C)(C)C)C(C)CC)o1 (some centres not stated),0.8%
CCC(OC(=O)c1ccco1)C(=O)NCc1ccc(C)cc1 (configuration not stated),-11.3%
COc1cc(Br)c(/C=c2/sc3nc4ccccc4n3c2=O)cc1OC,3.8%
CCOC(=O)c1cccc(Nc2nc(-c3cccnc3)nc3ccccc23)c1,-5.3%
O=C(/C=C/c1cccc([N+](=O)[O-])c1)Nc1ccc2oc(-c3ccccc3F)nc2c1,5.0%
COc1ccc(C(C)(C)C)cc1NC(=O)c1cncc(Br)c1,-17.1%
O=C(CN1CCN(c2ccc(F)cc2)CC1)Nc1nnc(-c2ccccc2)s1,-11.0%
Cc1c(NC(=O)C(C)N2C(=O)c3ccccc3C2=O)c(=O)n(-c2ccccc2)n1C (configuration not stated),-10.3%
CCc1ccc2oc(-c3ccc(NC(=O)c4ccccc4[N+](=O)[O-])cc3)nc2c1,-5.9%
COC(=O)c1c(C)oc2ccc(OC(=O)N3CCOCC3)cc12,-6.6%&3.4%
COc1ccc(-c2nn3cnnc3s2)cc1OC,-7.4%
CC(C)CCOCC1CC2(CC(C)(c3csc(N)n3)OC2=O)C(=O)O1 (configuration not stated),-5.7%
O=C(O)c1c[nH]c(=S)n1-c1ccc(F)cc1,-0.2%
C=C(C)c1cccc(C(C)(C)NC(=O)NCCc2ccccc2)c1,0.5%
O=C(N1CCOCC1)N(Cc1ccco1)CC1CCCO1 (configuration not stated),3.6%
CCOC(=O)N1CCC(Nc2nc(OC)nc(OC)n2)CC1,-0.8%
O=C(NCC1CC1)c1ccc(Nc2nc3ccc(Br)cc3[nH]2)cc1,3.2%
NC1=NC(=O)/C(=C/c2ccccc2OCc2ccc([N+](=O)[O-])cc2)S1,0.5%
Cc1ccc(S(=O)(=O)N2CCC(C(=O)OCC(=O)N3CCc4ccccc43)CC2)cc1,-5.4%
c1ccc(-c2nnnn2-c2ccccc2)cc1,5.7%
COc1ccc(OCC(=O)NN2Cc3ccccc3C2=N)cc1,-11.0%
COc1ccc2c(c1)CC/C(=C\c1ccc(OC)c(Cn3nc(C)cc3C)c1)C2=O,-10.2%
CCOC(=O)Cn1nc(C)n(-c2ccc(C)cc2)c1=O,-13.2%
O=C(O)c1c[nH]c2cc(C(F)(F)F)ccc2c1=O,0.7%
O=C(NN1C(=O)c2ccccc2C1=O)c1ccccc1O,-6.2%
O=CN1CCN(c2nc(-c3ccccc3)c3cc(Br)ccc3n2)CC1,23.1%
O=C(c1cc2nc(-c3ccco3)cc(C(F)(F)F)n2n1)N1CCCc2ccccc21,12.4%
CCCc1cc(C(=O)NCCc2ccc(OC)c(OC)c2)no1,-1.3%
COc1ccccc1C(=O)NC(NC(=O)c1ccccc1OC)c1cccc([N+](=O)[O-])c1,-4.8%
Cc1ccc(N(CC(=O)NCc2cccnc2)S(C)(=O)=O)cc1,8.5%
CCOc1ccccc1C(=O)Nc1nnc(C(C)C)s1,-12.3%
CCC(=O)N/C(N)=N\c1nc(C)c2cc(C)cc(C)c2n1,-3.8%
Cc1cccc(C2N(c3nccs3)C(=O)C3CCCN32)c1 (configuration not stated),-6.5%
Cc1cc(C)cc(NC(=O)C/C(N)=N/O)c1,-11.4%
CCCCN(C)C1=Nc2cccc3cccc1c23,-4.8%
# Later entries.
SMILES,mouse EphA4 binding
Cc1nnc(Sc2cc(C(=O)NCc3ccco3)c3ccccc3n2)s1,-8.5%
Cc1ccc(NC(=O)c2cc(C)nn2-c2ccccc2)cc1,-7.0%
CCOc1cc(C2C3=C(CCCC3=O)Nc3nc(C(=O)OC)nn32)ccc1OC (configuration not stated),-7.0%
COc1ccc2cc3cc(C(=O)NCC4COc5ccccc5O4)oc3nc2c1 (configuration not stated),-17.3%
O=C(N/N=C/c1ccccc1Cl)c1cccc(F)c1,-2.3%
Cc1cc2ncn(C(=O)c3c(-c4c(Cl)cccc4Cl)noc3C)c2cc1C,4.2%&19.2%
CCOC(=O)C(=O)Nc1ccccc1C(N)=O,-4.4%
COc1ccc(OC)c(/C=C/C(=O)c2ccc(Br)cc2)c1,-0.8%
CCOC(=O)CNS(=O)(=O)c1ccc(C(=O)O)cc1,-7.1%
COc1ccccc1CNC(=O)CC(C)C,-7.0%
CCCOc1ccc(N2CC(C(=O)Nc3ncccc3C)CC2=O)cc1 (configuration not stated),-15.7%
Cc1ccc(NC(=O)C2CCCN(S(=O)(=O)c3c(C)noc3C)C2)cc1F (configuration not stated),-3.2%
Cc1sc2ncnc(NCC3(N4CCOCC4)CCCCC3)c2c1C,7.2%
CC(=O)c1ccc(OC(=O)N(c2ccccc2)c2ccccc2)cc1,6.3%
CC1CCCC(NC(=O)CN2CCN(Cc3ccc(Cl)cc3)C2=O)C1C (configuration not stated),-4.8%
CC1CCCN(Cc2c(O)ccc3cc(-c4nc5ccccc5[nH]4)c(=O)oc23)C1 (configuration not stated),-0.6%
Cn1c(CN2CCCCC2)nc2cc(NC(=O)c3cccc(Br)c3)ccc21,-2.9%
COc1ccc(CC(=O)Nc2nc3ccccc3s2)cc1S(=O)(=O)N1CCOCC1,4.6%
COc1cc(C=C2C(=O)NC(=O)NC2=O)cc(Cl)c1OCCOc1ccccc1C,23.2%
C=CCn1c(Sc2nc(C)cs2)nc2c1c(=O)[nH]c(=O)n2C,-3.4%
COc1ccc(C(=O)/C=C(\C)NCc2ccc3c(c2)OCO3)cc1,-1.1%
CCn1c(-c2ccccc2Cl)nn(CC(=O)Nc2cc(Cl)ccc2Cl)c1=S,-10.5%
CCC(C(=O)Nc1cccc(C(F)(F)F)c1)c1ccccc1 (configuration not stated),5.3%
CCOC(=O)c1cc(NC(=O)c2ccc(C)cc2)c(=O)oc1-c1ccccc1,-6.6%
O=C1c2ccccc2C(=O)C1(Nc1ccc(F)cc1)c1ccccc1,-1.2%
N#CC(C(=O)NC1CC1)c1nc2ccccc2nc1N1CCCC1 (configuration not stated),-6.2%
CCOCCCNC(=O)C(NC(=O)c1ccc(=O)[nH]c1)c1ccc(C)cc1 (configuration not stated),2.8%
COc1ccc(CNc2nc3c(c(=O)n(Cc4ccc(Cl)cc4)c(=O)n3C)n2C)cc1,6.5%
NC(=O)c1sc2nc(N3CCOCC3)c3c(c2c1N)CCCC3,1.3%
CCOC(=O)c1c(NC(=S)NC(=O)c2ccccc2)sc2c1CCC(C)C2 (configuration not stated),-11.9%
CCCN1C(=O)/C(=C/c2c(NCCCOCC)nc3c(C)cccn3c2=O)SC1=S,7.0%
CC1(C)Oc2ccc(C(=O)N3CCOCC3)cc2N(CC(=O)N2CCOCC2)C1=O,-32.2%
Cc1c(Br)c([N+](=O)[O-])nn1CC(=O)NCc1cccnc1,-7.9%
O=C(NCCO)c1cccc(S(=O)(=O)N2CCCCC2)c1,-12.4%
COC(=O)c1ccccc1OCCCOc1ccc(C=O)cc1OC,-9.9%
Clc1ccc2[nH]c3c(N4CCC5(CC4)OCCO5)ncnc3c2c1,-8.1%
COc1ccc2nc(SCC(=O)N3CC(=O)Nc4ccccc43)c(C#N)cc2c1,-13.5%
O=C(CN1CCN(Cc2ccccc2Cl)C1=O)NCC1CCCO1 (configuration not stated),-0.1%
CCOc1ccc(NC(=O)N(C2CCCCC2)C(C)c2cccnc2)cc1 (configuration not stated),-0.3%
O=C1CCC(C23CC4CC(CC(C4)C2)C3)=NN1,-8.4%
COc1cccc(OCCCOc2ccc([N+](=O)[O-])cc2Cl)c1,1.6%
Cc1cc([N+](=O)[O-])nn1Cc1c(F)c(F)c(F)c(F)c1F,3.1%
COc1ccc(C(CNC(=O)c2cc(=O)[nH]c3ccccc23)N2CCCC2)cc1 (configuration not stated),-6.4%
CCOC(=O)C1=C(C)N(CCO)C(=O)NC1c1cccc(O)c1 (configuration not stated),-8.5%
O=C(c1cc2cc(Br)cc(Br)c2oc1=O)N1CCCc2ccccc21,3.3%
CCCCNC(=O)Cc1coc2ccc3ccccc3c12,-14.3%
Cc1ccc(OCCCN2C(=O)C(=O)c3cccc(C)c32)cc1,-6.4%
O=C(Nc1ccc(S(=O)(=O)N2CCOCC2)cc1)c1ccc(CN2CCc3ccccc3C2)cc1,5.9%
Cc1ccccc1N(Cc1ccccc1F)S(C)(=O)=O,-12.1%
Cc1csc2nc(CCNS(=O)(=O)c3cccs3)cn12,-19.5%
CCCCOc1ccccc1C(=O)NCCCC(=O)O,10.1%

# These rows are one share of the data; the hit share may differ from the screen's.
